SENP8 inh: human SENP8 protease inhibitors, primary screen, biochemical, fluorescence, Nedd8 protein substrate, uHTS. Sentrin-specific protease 8 (Homo sapiens), Q96LD8. recombinant SENP8. inhibition, % at 20 µM. 360,000 compounds, 0.64% hits. AID 602440, 2012; in the data active = inhibition mostly above about 40%, no sharp cut-off; inactive = mostly below about 27%
Target sequence (Q96LD8 whole entry, looked up): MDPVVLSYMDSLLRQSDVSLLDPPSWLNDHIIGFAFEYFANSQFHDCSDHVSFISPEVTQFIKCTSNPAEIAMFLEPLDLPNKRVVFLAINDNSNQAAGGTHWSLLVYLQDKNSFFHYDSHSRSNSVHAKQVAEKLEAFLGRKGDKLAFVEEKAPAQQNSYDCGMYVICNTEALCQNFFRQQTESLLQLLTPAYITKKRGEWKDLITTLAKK
SENP1 inh: human SENP1 catalytic domain inhibitors, primary screen, biochemical, FRET, uHTS | Sentrin-specific protease 1 (Homo sapiens), Q9P0U3 | recombinant SENP1 catalytic domain, CyPet-SUMO1-YPet FRET cleavage | inhibition, % at 10 µM | 360,000 compounds, 0.21% hits | AID 624204, 2012;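 active = inhibition at least 30% at 10 µM, raw YFP signal under a set limit, fluorescence ratio 0.5 to 1.5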;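 also: 0% = enzyme with DMSO and 100% = no enzyme wells; some results filed as inactive read as strong as hits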
Target sequence (Q9P0U3 419-644 limits assumed): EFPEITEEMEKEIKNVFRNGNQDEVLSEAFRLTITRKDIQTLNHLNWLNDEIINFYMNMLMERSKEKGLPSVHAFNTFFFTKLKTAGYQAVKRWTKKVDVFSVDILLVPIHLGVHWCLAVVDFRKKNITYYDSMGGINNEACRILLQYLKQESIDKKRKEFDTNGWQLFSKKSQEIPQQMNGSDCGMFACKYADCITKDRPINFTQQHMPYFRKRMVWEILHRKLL
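Material: hSENP1 catalytic domain, recombinant; medium: Tris pH 8 with BME, BSA, NP40 and catalase; compound: single concentration of 10 µM compound, 0.5% DMSO final; technique: FRET read of cyan and yellow fluorescence; timing: 50 min enzyme reaction, room temperature, light-protected; reagent: SFCypet-SUMO1-SFYpet substrate at 25 nM; control set: no-enzyme low, enzyme-DMSO high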
Active calls of the source: *; & = joins results of further samples.

Results for CC1(C(=O)Nc2cnc3ccccc3c2)CCN1C(=O)c1ccccc1CCc1ccccc1 (stereo unspecified) ?
SENP8 inh: 10; SENP1 inh: 2

Results for CCc1nc2ccc(C(=O)N3CCN(S(=O)(=O)CC)CC3)cn2c1N(C)C(=O)C1CCCCC1 ?
SENP8 inh: -9; SENP1 inh: 0

Results for CCOC(=O)[C@]12CCC=C1N(CCC1=CCCCC1)C(=O)[C@H](CC(=O)N1CCCC1)C2 ?
SENP8 inh: 24; SENP1 inh: 0

How did O=C1OC(c2ccc(F)cc2)CC1CN1CCOCC1 (stereo unspecified) do in these assays?
SENP8 inh: 2; SENP1 inh: -1

What do the screens show for `N#Cc1cccc(C=C(C(=O)c2ccccc2)c2ccccc2)c1`?
SENP8 inh: 7; SENP1 inh: -2

Results for O=C1c2ccccc2C(c2nnnn2-c2ccc3c(c2)OCCO3)N1Cc1cccc(F)c1 (stereo unspecified) ?
SENP8 inh: 16&9; SENP1 inh: -5&-3

What do the screens show for `Nc1[nH]c(C(=O)c2ccccc2)c(-c2ccccc2Br)c1C(=O)NCCc1ccc(Cl)cc1Cl`?
SENP8 inh: 1; SENP1 inh: -1

How did Cc1c(C(=O)NCc2ccc(C(F)(F)F)cc2)sc(=O)n1Cc1cccc(F)c1 do in these assays?
SENP8 inh: 0; SENP1 inh: -1

Results for COc1ccc(C(C)=O)cc1Cn1c(C)c(C(=O)NCc2ccc(C(F)(F)F)cc2)sc1=O ?
SENP8 inh: 3; SENP1 inh: 3

Results for CC1(C(=O)NS(=O)(=O)c2cccc(F)c2)CCN1C(=O)c1cccc(F)c1 (stereo unspecified) ?
SENP8 inh: 8; SENP1 inh: 3

Results for Cc1ccc(C(=O)N2CCC2(C)C(=O)NC(C)C)cc1 (stereo unspecified) ?
SENP8 inh: 6; SENP1 inh: 2

How did CCCCC(=O)N(C)c1c(CC)nc2c(OCCOC)cccn12 do in these assays?
SENP8 inh: 9; SENP1 inh: -4

How did O=C(NCc1ccccc1)c1ccc(-c2ccc(F)c(F)c2)c2ccoc12 do in these assays?
SENP8 inh: -4; SENP1 inh: -1

What do the screens show for `CCOC(=O)[C@]12CCC=C1N(Cc1ccccc1)C(=O)[C@H](CC(=O)NCCCN1CCCC1=O)C2`?
SENP8 inh: 19; SENP1 inh: -1

How did CC(C)C[C@H]1CNC(=S)N1C[C@H]1CCCN1C[C@H](Cc1ccc(O)cc1)N1C[C@H](Cc2ccc(O)cc2)N(CC2CCCCC2)C1=S do in these assays?
SENP8 inh: 14; SENP1 inh: 1

How did COc1cc2c(cc1OC)CN1CCc3cc(OC)c(OC)cc3C1C2 (stereo unspecified) do in these assays?
SENP8 inh: 9; SENP1 inh: -15

Results for Cn1nc(C(C)(C)C)cc1C(=O)N1CCC(C)(C(=O)NS(=O)(=O)C2CC2)C1 (stereo unspecified) ?
SENP8 inh: 14; SENP1 inh: 2

What do the screens show for `C=CCNc1nc(NCc2ccc(NC(C)=O)cc2)c2sc(-c3ccccc3)cc2n1`?
SENP8 inh: -317; SENP1 inh: -4

What do the screens show for `CCCCOCCCNC(=O)C[C@@H]1C[C@@]2(C(=O)OCC)CCC=C2N(Cc2cccc3ccccc23)C1=O`?
SENP8 inh: 5; SENP1 inh: 1

What do the screens show for `COc1ccc(NC(=O)C2(C)Cc3c(-c4ccc(N(C)C)cc4)ccnc3O2)cn1` (stereo unspecified)?
SENP8 inh: -499; SENP1 inh: 0

What do the screens show for `COc1ccc(-c2coc3c(C(=O)NCc4cccc(Cl)c4)cccc23)c(C)c1`?
SENP8 inh: 2; SENP1 inh: 1

Results for FC(F)(F)c1ccccc1Cc1c(-c2ccccc2)nc2ccc(Cl)cn12 ?
SENP8 inh: -106; SENP1 inh: 17

What do the screens show for `CC(=O)Nc1ccc(NC(=O)c2ccc3sc([C@H]4C[C@H](O)[C@@H](CO)O4)nc3c2)cc1`?
SENP8 inh: 14; SENP1 inh: -2

What do the screens show for `CC(=O)Nc1ccc(CN2C(=O)C(Cc3ccccc3)ON=C2c2cccc(F)c2)cc1` (stereo unspecified)?
SENP8 inh: 4; SENP1 inh: -4

How did O=C(N[C@H](CO)Cc1ccccc1)[C@H]1O[C@@H](n2ccc(=O)[nH]c2=O)[C@H](O)[C@@H]1O do in these assays?
SENP8 inh: 22; SENP1 inh: 0

Results for Cc1cc(C)cc(C(O)c2ncc(-c3ccc4ccccc4c3)[nH]2)c1 (stereo unspecified) ?
SENP8 inh: -193; SENP1 inh: -2

Results for CCCCOCCCNC(=O)C[C@@H]1C[C@@]2(C(=O)OCC)CCC=C2N(Cc2ccccc2)C1=O ?
SENP8 inh: 4; SENP1 inh: -4

Results for COc1ccccc1S(=O)(=O)N[C@@H]1CC[C@@H](CCn2cc(C3CC3)nn2)O[C@@H]1CO ?
SENP8 inh: 25; SENP1 inh: 3

Results for CCc1nc2ccc(C(=O)NCc3ccc(OC)cc3)cn2c1N(C)C(=O)Cc1ccccc1 ?
SENP8 inh: -30; SENP1 inh: -4

What do the screens show for `COc1ccc(C(=O)NC[C@H]2O[C@@H](n3cnc4c(N)ncnc43)[C@H](O)[C@@H]2O)cc1OC`?
SENP8 inh: 16; SENP1 inh: 0

How did CC1(C(=O)Nc2cccc(NS(C)(=O)=O)c2)CCN1Cc1ccccc1OC(F)F (stereo unspecified) do in these assays?
SENP8 inh: 4; SENP1 inh: 1

What do the screens show for `CC1(C(=O)NS(=O)(=O)Cc2ccccc2)CCN1C(=O)Cc1ccccc1` (stereo unspecified)?
SENP8 inh: 11; SENP1 inh: -1

What do the screens show for `CC(=O)Nc1ccc(CN(C)c2c(C)nc3ccc(C(=O)NCCCN4CCCC4=O)cn23)cc1`?
SENP8 inh: 6; SENP1 inh: 1

What do the screens show for `CCCCNC(=O)C[C@@H]1C[C@@]2(C(=O)OCC)CCC=C2N(Cc2ccccc2)C1=O`?
SENP8 inh: 19; SENP1 inh: -2

How did NC(=O)c1cccc(-c2coc3c(C(=O)NCCc4ccccc4)cccc23)c1 do in these assays?
SENP8 inh: -4; SENP1 inh: 1

What do the screens show for `Cc1cc2oc(=O)cc(CN3CCN(c4ccccc4)CC3)c2cc1Cl`?
SENP8 inh: 16; SENP1 inh: -2

What do the screens show for `CC(C)(C)n1nnnc1C(c1cc2ccccc2o1)N1CCN(C(=O)OCc2ccccc2)CC1` (stereo unspecified)?
SENP8 inh: 18; SENP1 inh: 2

Results for CCCCC[C@@H]1C=C(C(=O)OCC)[C@H](c2ccccc2)N1S(=O)(=O)c1ccc(C)cc1 ?
SENP8 inh: 16; SENP1 inh: 2

What do the screens show for `O=c1cc(CN(Cc2ccccc2)Cc2ccccc2)c2c(ccc3ccccc32)o1`?
SENP8 inh: -107; SENP1 inh: -20

What do the screens show for `CC(C)NC(=O)c1cccc2c(-c3ccc(F)c(F)c3)coc12`?
SENP8 inh: 11; SENP1 inh: -1

How did Cc1cc(F)ccc1C(O)c1ncc(-c2cccc3ccccc23)[nH]1 (stereo unspecified) do in these assays?
SENP8 inh: -374; SENP1 inh: -2

What do the screens show for `O=C(Nc1ccccc1)OC[C@@H]1C=CS(=O)(=O)N1Cc1ccc(Br)cc1`?
SENP8 inh: 17; SENP1 inh: -6

Results for CCc1ccc(C(O)c2ncc(-c3ccc(C)cc3)[nH]2)cc1 (stereo unspecified) ?
SENP8 inh: -13; SENP1 inh: 0

How did COC(=O)[C@@]12C[C@@H](CC(=O)NCc3ccc(OC)c(OC)c3)C(=O)N(Cc3cccc4ccccc34)C1=CCC(C)(C)C2 do in these assays?
SENP8 inh: 10; SENP1 inh: -3

Results for Cc1ccc(S(=O)(=O)N2CCC(=O)N([C@H](COCc3ccc(Cl)cc3Cl)Cc3ccccc3)CC2)cc1 ?
SENP8 inh: 3; SENP1 inh: -2

How did FC(F)(F)c1ccccc1Cc1c(-c2cccc(Cl)c2)nc2ccc(Br)cn12 do in these assays?
SENP8 inh: -18; SENP1 inh: 28

How did CC(C)C[C@@H](CN1CCC[C@H]1CN1C(=O)C(=O)NC[C@@H]1Cc1ccc(O)cc1)N1C[C@H](Cc2ccccc2)N(CCc2ccccc2)C(=O)C1=O do in these assays?
SENP8 inh: 7; SENP1 inh: 3

What do the screens show for `COc1ccc(C(O)c2nc(-c3cccc(C(=O)O)c3)cs2)cc1` (stereo unspecified)?
SENP8 inh: 14; SENP1 inh: 1

Grouped by structure, the compounds so far containing a furan ring, fused or not (five)
How did O=C(NCc1ccccc1)c1ccc(-c2ccc(F)c(F)c2)c2ccoc12 do in these assays?
SENP8 inh: -4; SENP1 inh: -1

What do the screens show for `COc1ccc(-c2coc3c(C(=O)NCc4cccc(Cl)c4)cccc23)c(C)c1`?
SENP8 inh: 2; SENP1 inh: 1

How did NC(=O)c1cccc(-c2coc3c(C(=O)NCCc4ccccc4)cccc23)c1 do in these assays?
SENP8 inh: -4; SENP1 inh: 1

What do the screens show for `CC(C)(C)n1nnnc1C(c1cc2ccccc2o1)N1CCN(C(=O)OCc2ccccc2)CC1` (stereo unspecified)?
SENP8 inh: 18; SENP1 inh: 2

What do the screens show for `CC(C)NC(=O)c1cccc2c(-c3ccc(F)c(F)c3)coc12`?
SENP8 inh: 11; SENP1 inh: -1

Additional structures:
What do the screens show for `CCOC(=O)C1(C)CCCN(C(=O)c2ccc3c(c2)OCO3)C1` (stereo unspecified)?
SENP8 inh: 7; SENP1 inh: 2

Results for CC1Cc2[nH][nH]c(=O)c2C(C2CCCC2)O1 (stereo unspecified) ?
SENP8 inh: 16; SENP1 inh: 2

Results for CCc1nc2c(OCC(=O)c3ccc(F)cc3)cccn2c1N(C)C(=O)c1ccccc1F ?
SENP8 inh: -12; SENP1 inh: -8

Results for COc1cccc(Cn2cnc(-c3ccccc3OC)c2-c2cccs2)c1 ?
SENP8 inh: -32; SENP1 inh: -11

Results for CC1(C(=O)NS(=O)(=O)c2ccc(Br)cc2)CCN1C(=O)C/C=C/c1ccccc1 (stereo unspecified) ?
SENP8 inh: 11; SENP1 inh: 0

How did CC(C)CN1CCC1(C)C(=O)Nc1cc(-c2ccccc2)nn1C (stereo unspecified) do in these assays?
SENP8 inh: -8; SENP1 inh: 3

Results for COC(=O)[C@]12CCCCC=C1N(Cc1ccc(Cl)cc1Cl)C(=O)[C@H](CC(=O)NCCCCc1ccccc1)C2 ?
SENP8 inh: 14; SENP1 inh: 0

How did CCCCC(=O)N(C)c1c(CC)nc2c(OCCC3CCCCC3)cccn12 do in these assays?
SENP8 inh: 1; SENP1 inh: -4

What do the screens show for `Cc1cc(F)cc(-c2cc(C(=O)NCc3ccc(C(F)(F)F)cc3)[nH]n2)c1`?
SENP8 inh: 18; SENP1 inh: -4

What do the screens show for `c1ccc2c(C(c3nnnn3-c3ccc4c(c3)OCCO4)N3CCCC3)ccnc2c1` (stereo unspecified)?
SENP8 inh: 9; SENP1 inh: 2

Results for CCCC(=O)N1CCC1(C)C(=O)Nc1cccc(OC(C)C)c1 (stereo unspecified) ?
SENP8 inh: 12; SENP1 inh: 1

Results for Cc1ccc(F)c(S(=O)(=O)NC(=O)C2(C)CCN2C(=O)C/C=C/c2ccccc2)c1 (stereo unspecified) ?
SENP8 inh: 0; SENP1 inh: -3

3 compounds from above, ordered by count of non-hydrogen atoms, highest first:
Results for CC1(C(=O)NS(=O)(=O)c2ccc(Br)cc2)CCN1C(=O)C/C=C/c1ccccc1 (stereo unspecified) ?
SENP8 inh: 11; SENP1 inh: 0

What do the screens show for `CCOC(=O)C1(C)CCCN(C(=O)c2ccc3c(c2)OCO3)C1` (stereo unspecified)?
SENP8 inh: 7; SENP1 inh: 2

Results for CC1Cc2[nH][nH]c(=O)c2C(C2CCCC2)O1 (stereo unspecified) ?
SENP8 inh: 16; SENP1 inh: 2

(further entries)
Results for CC1(C(=O)NS(=O)(=O)c2ccc(F)cc2F)CCN1C(=O)c1ccccc1 (stereo unspecified) ?
SENP8 inh: 26; SENP1 inh: 0

What do the screens show for `NCc1csc(NC(=O)Nc2cccc(Cl)c2)n1`?
SENP8 inh: 10; SENP1 inh: -1

Results for COc1ccc(-c2nc3cc(C)c(Br)c(C)n3c2Cc2ccsc2)cc1OC ?
SENP8 inh: -92; SENP1 inh: 3

Results for CN(C)C(=O)c1ccc(Cc2cn(C)c3ccccc23)nc1 ?
SENP8 inh: 5; SENP1 inh: 2

What do the screens show for `COC(=O)C[C@@H]1CC[C@H](NC(=O)Nc2ccc(OC)cc2)[C@@H](CO)O1`?
SENP8 inh: 14; SENP1 inh: 2

How did c1ccc(C[C@H]2COc3c4ccccc4nn32)cc1 do in these assays?
SENP8 inh: 19; SENP1 inh: 2

Results for O=C(c1cc(C2CCCCN2S(=O)(=O)c2cccs2)on1)N1CCOCC1 (stereo unspecified) ?
SENP8 inh: -1; SENP1 inh: 1

What do the screens show for `COc1ccc(-c2ccccc2)cc1NC(=O)[C@@H]1O[C@H](CO)[C@@H](O)[C@H]1O`?
SENP8 inh: 19; SENP1 inh: 2

What do the screens show for `Clc1cccc(-c2cc3nc(NCCOc4ccccc4)ccn3n2)c1`?
SENP8 inh: -498; SENP1 inh: -14

What do the screens show for `CCC(c1nnnn1-c1ccc2c(c1)OCCO2)N1CCN(c2cccc(C)c2C)CC1` (stereo unspecified)?
SENP8 inh: 11; SENP1 inh: 1

How did COC(=O)[C@]12CCCCC=C1N(Cc1ccc3c(c1)OCO3)C(=O)[C@H](CC(=O)NCc1ccccc1)C2 do in these assays?
SENP8 inh: 21; SENP1 inh: 5

What do the screens show for `Cc1ccc(S(=O)(=O)N2[C@H](CC(=O)Oc3ccccc3)OC[C@@H]2C(C)C)cc1`?
SENP8 inh: 21; SENP1 inh: 1

This is a subset (hit frequency here may not be typical).
